# esBAF inh – Bmi1 luciferase reporter increase in mESCs, primary screen, esBAF inhibitor project, mouse ES cells, Bmi1 luciferase knock-in, single point; reporter increase, % at 12.5 µM; AID 602393, 2012; hit rate 2% among 350,000; 24 h; 100% = twice the neutral-well signal; in the data active means activation above about 40%; inconclusive means no clear call, values can overlap the other calls;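 further: 0% = median of the plate's neutral control wells and 100% = double that signal; a rise in the Bmi1 reporter signal indicates esBAF inhibition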
# Xi reactivation – activators of inactive X chromosome reactivation, primary screen, imaging, XiGFP fibroblasts, GFP high-content imaging, set 2 | XiGFP mouse fibroblasts, % GFP-positive cells imaging, 3 d; cells co-treated with 5-aza-dC sensitizer; scaled so ellipticine positive control = 100% | hit rate 0.055% among 360,000 | activation, % at 7.58 µM;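 active means mean normalized replicate activation at least 10% and every replicate at or above 10%; inconclusive means only one of the two criteria met; inactive means mean below 10% and not all replicates reach 10%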;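 further: 0% = median of on-plate neutral control wells and 100% = ellipticine 6 µM median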
#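 System: 68-5-11 XiGFP fibroblast line; Timing: 3 days compound exposure; Compound dosing: one concentration, pinned; Benchmarks: positive control ellipticine, 6 µM final; Buffer or medium: DMEM containing 5-aza-dC.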
# RAD54 branch – inhibitors of human RAD54 branch migration, primary screen, biochemical, fluorescence, single point; RAD54 Holliday junction branch migration, FAM/BHQ fluorescence; inhibition, % at 10.4 µM; hit rate 0.14% among 360,000; AID 602329, 2012;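 active means mean normalized replicate activity at least 40 and at least half of replicates scoring 40 or more; inconclusive means only one of the two criteria met; inactive means mean below 40 and under half of replicates reaching 40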;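 further: 0% = median of neutral control wells and 100% = median of positive control wells; inhibitors cause a drop in the FAM fluorescence signal; in these data hits start at about 50%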
# S100A4 MyoIIA – inhibitors of S100A4-myosin IIA peptide binding, primary screen, biochemical, fluorescence polarization, TAMRA-MyoIIA peptide; Protein S100-A4 (Homo sapiens), P26447; inhibition, % at 10.7 µM; hit rate 0.14% among 360,000;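 active means mean inhibition of at least 70% across replicates, with every replicate also reaching that level; inconclusive means mean inhibition reaches 70% but some replicates fall short; inactive means mean inhibition below 70%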
# Target sequence (P26447 whole entry, looked up): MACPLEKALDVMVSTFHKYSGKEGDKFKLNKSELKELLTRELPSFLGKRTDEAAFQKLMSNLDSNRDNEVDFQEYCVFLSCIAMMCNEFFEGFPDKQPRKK
#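 Material: S100A4 monomer protein / Buffer or medium: 50 mM HEPES pH 7.2, 10 mM CaCl2, 100 mM KCl / Times: 5 min incubation before reading / Benchmarks: neutral control DMSO, positive control TFP / Reagent: labelled myosin peptide probe, 5 nM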
# E-selectin induc – E-selectin induction in HUVECs, primary screen, imaging, HUVEC, immunofluorescence imaging, single point; P16581; normalized: neutral wells 0, TNF-alpha wells 100; activation, % at 7.58 µM; hit rate 0.37% among 260,000;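 active means mean E-selectin-positive cell signal at least 10% of the positive control, reached in at least 60% of replicates, without over 20% cell loss; inconclusive means no rule given, readout overlaps actives, possibly toxicity-flagged; inactive means the rest, including those meeting only one limit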;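 further: in these data hits start at about 27%; measured in HUVEC primary endothelial cells; signal is the percent of cells scored E-selectin positive by PE staining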
#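 Assay system: HUVEC primary endothelial cells. Input: 3,000 HUVEC seeded per well. Doses: one compound dose added by pin transfer. Read-out basis: % PE-positive cells. Benchmarks: TNF-alpha high, DMSO low. Detection: immunofluorescence imaging. Buffer or medium: EGM-2, gelatin.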
# ERAP1 HTS inh – human ERAP1 aminopeptidase inhibitors, primary screen, biochemical, single point, plate reader; hit rate 0.15% among 340,000; recombinant ERAP1, Leu-AMC fluorescence, 60 min; inhibition, % at 10.7 µM;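 active means mean replicate inhibition of at least 30%, or all replicates individually reaching that 30% level; inactive means mean below 30% and not every replicate reaching it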;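 further: 0% = neutral control wells and 100% = L-leucinethiol positive control wells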
# Target sequence (Q9NZ08 whole entry, looked up): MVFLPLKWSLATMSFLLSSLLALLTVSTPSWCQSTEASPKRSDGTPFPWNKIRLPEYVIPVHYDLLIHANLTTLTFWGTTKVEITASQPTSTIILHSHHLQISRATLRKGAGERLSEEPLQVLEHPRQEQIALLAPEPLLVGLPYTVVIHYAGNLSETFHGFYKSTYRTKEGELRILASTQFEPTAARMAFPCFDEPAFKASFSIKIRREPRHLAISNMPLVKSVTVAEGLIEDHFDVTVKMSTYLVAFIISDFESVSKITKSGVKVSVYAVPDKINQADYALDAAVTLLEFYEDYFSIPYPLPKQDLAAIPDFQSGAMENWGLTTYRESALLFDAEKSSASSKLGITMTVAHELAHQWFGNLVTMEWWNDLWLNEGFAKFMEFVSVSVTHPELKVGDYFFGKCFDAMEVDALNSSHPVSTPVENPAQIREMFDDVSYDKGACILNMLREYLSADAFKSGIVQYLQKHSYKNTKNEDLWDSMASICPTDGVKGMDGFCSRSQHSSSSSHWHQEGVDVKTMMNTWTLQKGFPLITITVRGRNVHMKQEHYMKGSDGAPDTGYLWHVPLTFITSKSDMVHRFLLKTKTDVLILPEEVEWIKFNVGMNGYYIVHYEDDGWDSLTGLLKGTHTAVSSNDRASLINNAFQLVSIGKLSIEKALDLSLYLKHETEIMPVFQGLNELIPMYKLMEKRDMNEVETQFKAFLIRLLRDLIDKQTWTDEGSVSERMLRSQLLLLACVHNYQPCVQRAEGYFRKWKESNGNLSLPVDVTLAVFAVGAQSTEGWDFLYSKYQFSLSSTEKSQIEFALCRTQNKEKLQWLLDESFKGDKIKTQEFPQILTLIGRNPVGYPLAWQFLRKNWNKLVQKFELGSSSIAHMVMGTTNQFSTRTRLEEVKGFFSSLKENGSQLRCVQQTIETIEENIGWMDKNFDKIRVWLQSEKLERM
# RAD52 anneal inh – RAD52 DNA annealing inhibitors, primary screen, biochemical, FRET, single point, set 2; DNA repair protein RAD52 homolog (Homo sapiens), P43351; recombinant RAD52 DNA annealing, FRET fluorescence; inhibition, % at 18.7 µM; hit rate 0.46% among 360,000; AID 651710, 2012;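 active means every replicate showing at least 50% inhibition; inconclusive means mean inhibition at least 50% but not in every replicate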
# ERp5 inh – inhibitors of ERp5-driven insulin aggregation, primary screen, biochemical, turbidity, absorbance 650 nm, single point; 90 min; inhibition, % at 9.99 µM; hit rate 0.05% among 350,000; Protein disulfide-isomerase A6 (Homo sapiens), Q15084;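 active means mean replicate inhibition above about 25%, with every replicate also reaching it, limit read from the data, passing the limit was not always enough; inconclusive means only one of those two criteria met; inactive means neither criterion met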
# Numbers without * were called inactive; ? = inconclusive; nt = not tested or not shown; & = joins results of further samples.
SMILES,esBAF inh,Xi reactivation,RAD54 branch,S100A4 MyoIIA,E-selectin induc,ERAP1 HTS inh,RAD52 anneal inh,ERp5 inh
C[C@H]1CN([C@@H](C)CO)C(=O)c2cc(NC(=O)CCC(F)(F)F)ccc2O[C@H]1CN(C)Cc1ccc2c(c1)OCO2,-6,-0.1,-5,0,0.1,0,-6,-3
CCOc1ccc2oc(C(=O)NNC(=O)c3csc(N4CCOCC4)n3)c(C)c2c1,7,0.0,-1,0,0.0,-4,-13,3
CCC(=O)N1CCC2(CC1)Oc1ccc(Cl)cc1C(=O)C21CC(c2cccnc2)=NO1 (stereo unspecified),-48,0.1,-11,-1,-0.2,-6,8,4
O=C(Cn1cnc2c(nnn2-c2ccccc2)c1=O)N1CCOCC1,-1,0.0,3,2,-2.4,3,1,0
CCOc1ccc(Cn2nnc(C(=O)Nc3ccc(OC)cc3OC)c2N)cc1,-17,2.2,4,-3,nt,2,17,1
CCS(=O)(=O)Nc1ccc(C2=NN(C(C)=O)C(c3cccs3)C2)cc1 (stereo unspecified),nt,0.0,nt,0,nt,-1,-9,-2
Cc1ccc(-c2cc(C(F)F)n3ncc(C(=O)N4CCN(c5ccccn5)CC4)c3n2)cc1,-8,0.0,-3,-1,0.3,5,3,2
O=C(NCc1cccnc1)c1cccc(S(=O)(=O)NCc2ccccc2)c1,nt,0.0,nt,2,0.9,0,8,3
CCCn1c(N)c(C(=O)CSc2nnc(N)s2)c(=O)[nH]c1=O,-10,-0.1,3,-3,nt,-2,4,2
COc1ccc(Cl)cc1NC(=O)c1[nH]nc(OC)c1[N+](=O)[O-],nt,0.0,nt,44,nt,3,-16,-1
O=C(NCCS(=O)(=O)N1CCN(c2ccc(F)cc2)CC1)c1ccc2c(c1)OCO2,-5,-0.1,6,1,-1.8,-4,-8,1
O=C(N/N=C/c1ccc(OC(=O)c2ccco2)cc1)c1ccc[n+]([O-])c1,-6,-0.2,-8,-4,nt,1,1,-6
CS/C(=N\S(=O)(=O)c1cccs1)Nc1ccc(Br)cc1F,-4&-7,0.1&0.0,-1&-1,-4,-0.2,1,-16,-5
O=C(COC(=O)Cc1ccc(Cl)c(Cl)c1)NCc1ccco1,nt,0.0,nt,-4,-2.4,4,-12,-3
CCC(=O)Nc1nc2ccccc2n1Cc1ccccc1C,0,nt,9,12,nt,0,-4,-4
Cc1ccc(C2CC(c3ccco3)n3ncnc3N2)cc1 (stereo unspecified),-13,0.2,-10,1,nt,-2,-9,1
Cc1cc(SCC(=O)N/N=C/c2ccco2)nc2ccccc12,nt,0.0,nt,-3,nt,0,-13,0
O=C1NC2CCc3nc4ccccc4c(=O)n3C2=Nc2ccccc21 (stereo unspecified),-5,nt,-3,-4,nt,nt,-22,1
O=C(CNCc1ccccc1Cl)Nc1ccc(C(=O)N2CCCCC2)cc1,6,0.2,7,1,nt,-3,-2,2
Cc1ccc(NC(=O)NNC(=O)c2cc3ccccc3cc2O)cc1C,-4,-0.1,-7,8,0.1,-5,-42,-3
CCOc1ccc(C/C(O)=C2\C(=O)CC(C)(C)CC2=NCC(=O)O)cc1OCC,nt,0.0,6,-2,nt,2,0,?
Cc1ccc(S(=O)(=O)Nc2ccc3c(c2)C(=O)N(C)[C@@H]2CC[C@H](CC(=O)O)O[C@H]2CO3)cc1,-2,0.1,-3,3,0.1,-2,-2,6
COc1ccc(-c2cc(=O)c3cc(C)ccc3[nH]2)cc1,4,-0.6,-13,11,0.3,0,-19,0
C[C@H]1CN([C@@H](C)CO)C(=O)Cc2cc(NS(=O)(=O)c3ccccc3)ccc2O[C@H]1CN(C)Cc1ccc(C(=O)Nc2ccccc2N)cc1,-9,3.0,-8,-6,8.9,-1,-7,0
O=C(CNC(=O)c1ccc(Br)o1)NCc1ccccc1Cl,nt,0.0,-4,-3,0.8,-6,-12,-1

# Carrying on.
SMILES,esBAF inh,Xi reactivation,RAD54 branch,S100A4 MyoIIA,E-selectin induc,ERAP1 HTS inh,RAD52 anneal inh,ERp5 inh
CN(C)c1ccc(-c2ccnc3c2CC(C)(C(=O)NCc2cccs2)O3)cc1 (stereo unspecified),-3,0.2,-2,4,0.4,3,-22,-2
COc1cccc(-c2nc(CS(=O)CC(=O)NC3CC3)c(C)o2)c1 (stereo unspecified),-9,0.4,5,-4,nt,1,-4,9
CCOc1ccc(Nc2nc3ccccc3n3nnnc23)cc1,18,0.0,-4,10,0.2,4,-37,-2
C[C@@H]1CN([C@@H](C)CO)C(=O)c2cc(NC(=O)Nc3ccc(C(F)(F)F)cc3)ccc2O[C@@H](C)CCCCO[C@H]1CN(C)S(=O)(=O)c1cn(C)cn1,-7,0.4,-5,nt,0.5,nt,nt,nt
Cc1ccc(-c2ccc3c(c2)O[C@@H](CN(C)Cc2ccc(F)cc2)[C@@H](C)CN([C@H](C)CO)S3(=O)=O)cc1,-20,0.5,13,3,-0.2,10,14,-5
CN(C)S(=O)(=O)c1ccc(S(=O)(=O)NCCN2CCOCC2)cc1,-2,0.0,-4,1,nt,-2,-25,2
CC(C)C(N)c1csc(NC(=O)Nc2ccccc2C(C)(C)C)n1 (stereo unspecified),-7,0.0,-9,-7,5.5,-6,-15,-1
O=C(N/N=C/c1ccc([N+](=O)[O-])o1)c1ccccc1-n1cccc1,-9,0.2,1,-4,nt,5,-13,0
Cc1noc(C)c1NC(=O)N(C)C[C@H]1OCCCC[C@@H](C)Oc2ccc(NS(=O)(=O)c3cn(C)cn3)cc2C(=O)N([C@H](C)CO)C[C@H]1C,-1,-0.2,0,nt,-0.2,nt,nt,nt
CCNC(=S)N/N=C/c1ccc(C(=O)O)cc1,nt,0.3,nt,0,0.6,10,-5,-1
C[C@@H]1CCCCO[C@H](CN(C)C(=O)Nc2ccc(F)cc2)[C@@H](C)CN([C@@H](C)CO)C(=O)c2cc(NC(=O)Nc3ccccc3)ccc2O1,-5,0.3,5,-50,-0.4,-2,-2,1
CCOc1ccc(S(=O)(=O)Nc2cccc(-c3ccc(N4CCCCCC4)nn3)c2)cc1,34,0.2,1,-2,nt,1,-1,6
COCC1CCN(Cc2nc(-c3ccc(OC)cc3)no2)CC1,nt,0.0,nt,-1,0.1,2,-5,-3
CN1[C@@H]2Cn3c(ccc(-c4ccccc4)c3=O)[C@H]1[C@@H](C(=O)NCC1CCCCC1)[C@@H]2CO,-2,0.0,-4,-13,-0.1,1,3,0
COc1cc(-c2[nH]ncc2CN2CCc3sccc3C2)cc(OC)c1OC,3,-0.1,-1,3,6.0,0,-12,5
CCOc1ccccc1NC(=S)C(=C([O-])c1ccc2c(c1)OCCO2)[n+]1ccc(CC)cc1,6,0.2,-10,-1,0.9,2,-20,1
CCN(CC)CCN(C(=O)c1ccc2c(c1)OCCO2)c1nc2ccc(C)cc2s1,13,0.3,8,-16,nt,-3,26,4
CC=Cc1ccc2n(c1=O)C[C@@H]1[C@@H](CO)[C@H](C(=O)NCc3ccccc3F)N(S(C)(=O)=O)[C@H]21 (mixture of isomers),0,0.1,4,4,-0.2,0,-10,1
O=C(Nc1ccccc1)C1=C[C@@H](C2CCCCC2)C[C@@H](OCCCCO)O1,13,0.0,4,-3,0.1,-1,-73,4
O=C(O)CCCn1cc(NC(=O)c2sc3ccccc3c2Cl)cn1,-14,0.0,-11,-3,nt,-3,-2,1
O=c1cc(N2CCN(Cc3ccccc3)CC2)[nH]c(=O)n1-c1ccc(Br)cc1,-6,0.2,5,0,0.6,-2,-102,0
COc1cccc(C2C(C(=O)c3cc4ccccc4o3)=C(O)C(=O)N2CCN2CCOCC2)c1 (stereo unspecified),nt,0.0,-9,-15,-0.1,0,-8,6
CC(NC(=O)CN1CCN(S(=O)(=O)c2ccc(Br)cc2)CC1)c1ccccc1 (stereo unspecified),-1,-0.1,-4,-10,-5.5,1,2,-6
COc1cc(/C=C/C(=O)OCC(=O)NC(C)c2ccccc2)cc(OC)c1OC (stereo unspecified),-9,0.0,-2,2,-0.1,2,-15,-2
Cc1cccc(C(=O)NCC(=O)OCCOc2ccccc2Cl)c1,4,0.0,-1,16,-0.2,3,-8,3

# Further results follow.
SMILES,esBAF inh,Xi reactivation,RAD54 branch,S100A4 MyoIIA,E-selectin induc,ERAP1 HTS inh,RAD52 anneal inh,ERp5 inh
CCC(C)n1c(-c2cccc(S(=O)(=O)N(CC)CC)c2)n[nH]c1=S (stereo unspecified),nt,0.1,nt,-3,nt,-2,-12,-11
Cc1ccc(S(=O)(=O)N[C@H]2CC[C@H](CC(=O)N3CCC(Cc4ccccc4)CC3)O[C@@H]2CO)cc1,-5,-0.5,-2,3,-0.5,2,2,2
CCCN(CC(=O)Nc1ccccc1C)C(=O)C1CCN(S(=O)(=O)c2ccc3c(c2)OCCO3)CC1,1,-0.4,-11,-8,nt,1,-13,3
O=C(Nc1ccnn1C1CCN(Cc2ccc3nonc3c2)CC1)c1cccc(F)c1,-2,0.0,-10,2,nt,-4,-6,3
Cc1cccc(OCCOC(=O)C2CCN(S(=O)(=O)c3ccc(C)c(C)c3)CC2)c1,nt,0.4,-5,-4,0.4,-5,-13,1
CCc1nnc(NC(=O)CCC(=O)Nc2ccc(C)cc2)s1,1,0.0,3,-4,nt,1,-22,2
Cc1nnc(SCC(=O)Nc2ccccc2F)n(N)c1=O,nt,0.2,-6,-4,nt,2,-15,7
COc1c2ccoc2c(OC[C@@H](OC(C)=O)C(C)(C)O)c2oc(=O)ccc12,1,0.0,1,-2,-0.4,3,-2,5
O=C(NN=C1CCCC1)c1ccccc1OCCOc1ccccc1,nt,0.1,nt,0,2.0,2,-6,2
COc1ccc(OC)c(/C=N/NC(=O)c2cc3c(OC)cc(OC)cc3[nH]2)c1,nt,0.0,nt,3,nt,-3,-4,nt
O=[N+]([O-])c1ccc(S(=O)(=O)N2CCN=C2SCc2ccc(F)cc2)cc1,nt,0.0,-2,-1,-0.3,2,-6,3
CNC[C@@H]1Oc2c(NS(C)(=O)=O)cccc2C(=O)N([C@@H](C)CO)C[C@@H]1C,0,0.5,0,4,-6.4,1,-5,1
O=C(c1ccncc1)N1CC(=O)N2[C@H](CO)[C@H](c3ccc(-c4ccccc4)cc3)[C@H]2C1,nt,0.2,nt,16,0.4,3,-22,2

# Some of the entries so far, with tabs:
SMILES	esBAF inh	Xi reactivation	RAD54 branch	S100A4 MyoIIA	E-selectin induc	ERAP1 HTS inh	RAD52 anneal inh	ERp5 inh
CCCN(CC(=O)Nc1ccccc1C)C(=O)C1CCN(S(=O)(=O)c2ccc3c(c2)OCCO3)CC1	1	-0.4	-11	-8	nt	1	-13	3
O=C(Nc1ccnn1C1CCN(Cc2ccc3nonc3c2)CC1)c1cccc(F)c1	-2	0.0	-10	2	nt	-4	-6	3
Cc1cccc(OCCOC(=O)C2CCN(S(=O)(=O)c3ccc(C)c(C)c3)CC2)c1	nt	0.4	-5	-4	0.4	-5	-13	1

# High-throughput results as filed in PubChem BioAssay.
